# Assay outcomes: PubChem BioAssay, National Center for Advancing Translational Sciences (NCATS)
# GCN5L2 inh: blocks human GCN5L2 histone acetyltransferase; AID 504327; Potency, µM (series often up to 58.9 µM), for the others: at the top dose activity change, negative = inhibition, hits mostly inhibitors; Q92830; GCN5L2 HAT assay, ThioGlo1 CoA-SH fluorescence; hit rate 0.21% among 390,000
#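 ThioGlo1-coupled HAT assay: 20nM GCN5L2, 70uM acetyl-CoA, 75uM H3(1-25) peptide, pH 7.5. Fluorescence read at 340/540nm at start and after 20 min at room temperature.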
# FEN1 inhibitor: human FEN1 inhibition; Recombinant FEN1 flap cleavage, fluorescence, 15 min; P39748; Potency, µM (highest dose often 114 µM), inactives show top-dose activity change, negative = inhibition, usual class: inhibitors; hit rate 0.35% among 390,000; further: nearly all actives have a fitted effect of over 65% in size
# Target sequence (P39748 whole entry, looked up): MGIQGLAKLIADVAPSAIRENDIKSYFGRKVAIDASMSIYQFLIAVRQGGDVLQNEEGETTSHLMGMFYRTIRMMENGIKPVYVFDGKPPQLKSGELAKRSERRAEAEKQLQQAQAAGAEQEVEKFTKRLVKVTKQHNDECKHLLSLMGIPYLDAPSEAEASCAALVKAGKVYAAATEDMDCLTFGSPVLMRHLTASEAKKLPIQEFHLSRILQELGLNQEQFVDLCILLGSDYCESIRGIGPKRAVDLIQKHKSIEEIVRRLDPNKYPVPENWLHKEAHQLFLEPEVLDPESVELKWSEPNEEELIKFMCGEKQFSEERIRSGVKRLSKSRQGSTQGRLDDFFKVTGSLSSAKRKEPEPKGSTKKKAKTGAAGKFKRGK
#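 With each library titrated from low to high concentration, compounds met 10 nM FEN1 for 15 min at room temperature before 50 nM substrate was added; readings at 0 and 15 min fed four-parameter Hill curve fits.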
# N370S GC mod: inhibits or activates N370S mutant glucocerebrosidase; Potency, µM (series often up to 59.4 µM), without a hit: at the top dose activity change, negative = inhibition, usual class: inhibitors; AID 2101; hit rate 0.092% among 330,000; N370S GC spleen homogenate, 4MU-glucoside fluorescence; P04062;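 further: 0% = full enzyme activity and -100% = no enzyme basal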
# * hit, by the source's call; ? = inconclusive; nt = no result given; & = joins results of further samples; [ ] = dose if it differs, or a comment. The call rests on the fitted dose curve; in most records, active means well fitted curve in the direction sought with a large enough effect; inconclusive means small, poorly fitted or top-dose-only effect, or another doubt; inactive means no such curve, though single readings can be large; an effect the other way counts as inactive or inconclusive. Unless noted, on the % scale 0 is the no-effect control and ±100 the full control effect; potency means the concentration at half of the fitted maximal effect.
nr | molecule | GCN5L2 inh | FEN1 inhibitor | N370S GC mod
1 | Cc1ccc(-c2csc3ncnc(SCC(N)=O)c23)cc1 | 7.1% | -1.9% | 3.0%
2 | COC(=O)c1ccc(CSc2nnc(-c3ccncc3)o2)cc1 | -0.8% | 15.1% | -6.4%
3 | COc1cccc(CN2CCN(C3CCN(c4cccc(C)c4C)CC3)CC2CCO)c1 (stereo not drawn) | 7.4% | -22.2% | -14.2%
4 | Cc1nn(-c2ccccc2)c(C)c1/C=C/C(=O)OCC(=O)N(C)C1CCS(=O)(=O)C1 (stereo not drawn) | 1.3% | 3.3% | -0.4%
5 | COc1cccc(CN(C)CC(=O)Nc2cccc(C(F)(F)F)c2)c1OC | -9.3% | -9.7% | -2.1%
6 | CC(NC(=O)C(=O)N1CCOCC1)C(c1cccs1)N1CCN(c2ccccc2F)CC1 (stereo not drawn) | 0.4% | -16.1% | 3.1%
7 | c1ccc(Cc2nnc(SCc3nc(-c4cccs4)no3)n2-c2ccccc2)cc1 | -7.5% | -11.4% | nt
8 | COc1cc(OC)cc(N(C(=O)c2ccco2)C(C(=O)NC2CCCC2)c2ccc(N3CCOCC3)cc2)c1 (stereo not drawn) | -4.5% | 6.1% | -5.4%
9 | CCCCn1c(SCC(=O)NNC(=O)c2ccccc2)n[nH]c1=O | -1.7% | -2.3% | nt
10 | O=C1CCC([N+](=O)[O-])C(c2cccc(Br)c2)N1 (stereo not drawn) | 1.9% | 9.0% | -9.8%
11 | Cc1cc(C)n2nc(N)c(N=Nc3ccccc3)c2n1 | -2.0% | -7.5% | -6.8%
12 | COCCCN(C(=O)Nc1ccc(C)c(C)c1)C(C)c1ccccn1 (stereo not drawn) | -0.8% | -2.5% | 8.6%
13 | Cc1cc(C(=O)COc2ccccc2Cl)c(C)n1C1CC1 | -5.9% | -16.4% | nt
14 | C=CCN1CCS(=O)(=O)N(Cc2ccccc2)[C@@H](C(C)C)C1=O | -4.1% | -16.5% | nt
15 | Cn1cccc1-c1cc(C(=O)N/N=C/C=C/c2ccccc2)[nH]n1 | -3.8% | -21.6% | 21.3%
16 | Cc1cccc(N(C)C(=O)CN2C(=O)COc3ccc(S(=O)(=O)N4CCCCCC4)cc32)c1 | -17.2%&1.8% | 12.6%&-0.2% | -1.4%
17 | CCCOc1ccc(-c2nc(C#N)c(NCC3CCCO3)o2)cc1 (stereo not drawn) | -1.2% | -23.3% | 18.1%
18 | Cc1occc1-c1nnc(SCC(=O)c2c[nH]c3ccccc23)n1C | -7.5% | -0.2% | -15.3%
19 | O=C(Nc1ccccn1)c1ccc(Cl)s1 | -20.6% | 0.3% | -9.7%
20 | CC1CCC(NC(=O)c2cc(S(=O)(=O)N(C)C)ccc2N2CCCC2)CC1 (stereo not drawn) | -0.8% | -0.9% | -6.8%
21 | CCc1ccc(OCC2c3cc(OC)c(OC)cc3CCN2C(=O)COc2ccccc2)cc1 (stereo not drawn) | 0.5% | -18.6% | nt
22 | COc1ccccc1N1CCN(C(c2cccs2)C(C)NC(=O)c2ccncc2)CC1 (stereo not drawn) | 0.3% | -9.5% | 6.7%
23 | COCCNC(=O)CCC(=O)NNc1nc2ccccc2c2nc(C)nn12 | -1.5%&-2.4% | 11.2%&13.1% | -3.6%
24 | CCC(C(=O)Nc1ccccc1OC)n1c(C(=O)OC)cc2sc(Cl)cc21 (stereo not drawn) | -11.3% | -0.1% | nt
25 | CN1CCN(CC(=O)Nc2cccc([N+](=O)[O-])c2)CC1 | -10.5% | 24.3% | 3.1%

# Three compounds from above, ordered by molecular weight, descending.
nr | molecule | GCN5L2 inh | FEN1 inhibitor | N370S GC mod
8 | COc1cc(OC)cc(N(C(=O)c2ccco2)C(C(=O)NC2CCCC2)c2ccc(N3CCOCC3)cc2)c1 (stereo not drawn) | -4.5% | 6.1% | -5.4%
12 | COCCCN(C(=O)Nc1ccc(C)c(C)c1)C(C)c1ccccn1 (stereo not drawn) | -0.8% | -2.5% | 8.6%
25 | CN1CCN(CC(=O)Nc2cccc([N+](=O)[O-])c2)CC1 | -10.5% | 24.3% | 3.1%

# Additional results.
nr | molecule | GCN5L2 inh | FEN1 inhibitor | N370S GC mod
26 | CN(C=O)CP(=O)(O)CN1CCCCC1 | 0.1% | nt | ?
27 | CN1CCc2c(sc3c2C(=O)NC(c2ccc(OC(=O)c4ccc(C(C)(C)C)cc4)cc2)N3)C1 (stereo not drawn) | -16.5% | -12.3% | nt
28 | Cc1ccc(S(=O)(=O)NCCC(=O)Nc2nnc(C)s2)cc1 | nt | -0.7% | 3.4%
29 | CCc1nc(SCC(=O)Nc2ccc(Br)cn2)n[nH]1 | -19.1% | nt | 1.5%
30 | Cc1noc(C)c1-c1ccc2ncnc(NCc3ccccc3)c2c1 | -1.6% | nt | -1.6%
31 | CCn1c(SCC(N)=O)nnc1-c1ccc2c(c1)OCO2 | -4.1% | 19.7% | 3.1%
32 | CCNC(=S)N1CCN(c2ccc([N+](=O)[O-])cc2)CC1 | 1.3% | -8.0% | -14.9%
33 | CC(=O)OCC1=C(C(=O)O)N2C(=O)C(NC(=O)Cn3nc(C(F)F)c(Cl)c3C)C2SC1 (stereo not drawn) | -6.1% | -0.4% | -0.6%
34 | CCOC(=O)c1cnc2c(OC)cccc2c1N1CCN(c2ccccc2F)CC1 | -5.5% | -32.2% | nt
35 | O=C(CN1C(=O)COc2ccc(S(=O)(=O)N3CCCC3)cc21)Nc1cccc(F)c1 | -5.4% | 8.1% | -4.1%
36 | Cc1c(Cl)cccc1Nc1nc(N)nc(CSc2ncccn2)n1 | -0.8% | -2.7% | 23.2%
37 | CC(Cc1c[nH]c2ccccc12)C(=O)O (stereo not drawn) | -4.1% | 13.9% | -1.5%
38 | CCOc1ccc(C=NCC(O)c2ccccc2)cc1 (stereo not drawn) | 4.4% | 7.3% | -7.8%
39 | COc1ccc(C(=O)NC2CCCc3ccccc32)cc1OC1CCN(C(C)=O)CC1 (stereo not drawn) | 2.0% | -1.5% | -4.6%
40 | CC1CCN(C2CCN(S(=O)(=O)c3ccc(F)cc3)CC2)CC1 | ? | -10.8% | 4.4%[12.8 µM]
41 | COc1ccc(Cl)cc1C(=O)Nc1ccccc1N1CCN(C(=O)C(C)C)CC1 | -4.3% | 0.0% | 1.3%
42 | O=C(O)C1C2CCC(O2)C1C(=O)Nc1ccccc1Br (stereo not drawn) | -3.4% | 21.7% | -4.9%
43 | COc1ccc(OC)c(S(=O)(=O)NCc2cccnc2)c1 | -0.8% | -11.3% | 2.4%
44 | COc1cccc(S(=O)(=O)NCC(=O)Nc2ccc(C(C)(C)C)cc2)c1 | -5.1% | -16.5% | 9.8%
45 | CC(C)c1cccc(-c2ccc3c(c2)S(=O)(=O)c2cccc(C(=O)NCc4ccccc4Cl)c2C3=O)c1 | -15.2% | 14.2% | nt
46 | COc1c2c(cc3occ(-c4ccc5c(c4)OCO5)c(=O)c13)OC(C)(C)C=C2 | -15.3% | nt | -1.3%
47 | CCn1nccc1C(=O)Nc1ccc(Cl)cc1Cl | -19.9% | 13.1% | -0.6%
48 | COc1ccc(Cl)cc1NS(=O)(=O)c1c(C)[nH]c(C)c1C(=O)N1CCCCC1 | -11.2% | -12.6% | -2.0%
49 | Oc1c(C(Nc2cccc(C(F)(F)F)c2)c2cccnc2)ccc2cccnc12 (stereo not drawn) | -5.9% | 0.9% | -1.4%
50 | Cc1nnc2c3cnn(-c4ccc(Cl)cc4)c3ncn12 | -5.0% | nt | -11.3%

# Among those listed so far, these have two or more sulfur atoms:
nr | molecule | GCN5L2 inh | FEN1 inhibitor | N370S GC mod
1 | Cc1ccc(-c2csc3ncnc(SCC(N)=O)c23)cc1 | 7.1% | -1.9% | 3.0%
7 | c1ccc(Cc2nnc(SCc3nc(-c4cccs4)no3)n2-c2ccccc2)cc1 | -7.5% | -11.4% | nt
28 | Cc1ccc(S(=O)(=O)NCCC(=O)Nc2nnc(C)s2)cc1 | nt | -0.7% | 3.4%

# (next part)
nr | molecule | GCN5L2 inh | FEN1 inhibitor | N370S GC mod
51 | CCC1=[N+](CC(=O)c2ccc(C)cc2)CCn2cccc21 | -1.2% | -3.6% | -7.1%
52 | Cn1c(=O)c2cc3ccccc3nc2n(C)c1=O | -0.1% | -0.9% | -4.0%
53 | COc1ccc(CNC(=O)CCS(=O)(=O)c2ccc3c(c2)NC(=O)C(C)S3)cc1 (stereo not drawn) | -0.4% | -22.9% | -12.2%
54 | O=C(NC(=S)Nc1cccc2cccnc12)c1ccccc1 | -1.4% | -4.2% | 1.5%
55 | CN1CCN(CCCCOc2cccc3ccccc23)CC1 | -9.0% | -11.0% | -9.4%
56 | CCOc1ccc(C(C)NC(=S)NC2CCCCC2)cc1OCC (stereo not drawn) | 0.5% | -6.0% | 1.8%
57 | Cc1[nH]n(-c2ccccc2)c(=O)c1N=Nc1ccccc1C(=O)O | -26.1% | ? | 0.7%
58 | COc1ccc2c(c1)CC(C(=O)Nc1ccc(OC)cc1OC)CO2 (stereo not drawn) | 7.6% | 20.7% | nt
59 | Cc1ccc(N(CC(=O)Nc2cccc(Cl)c2C)S(=O)(=O)c2c(C)noc2C)cc1 | -3.3% | -25.7% | nt
60 | COc1ccc(NC(=O)c2oc3ccccc3c2NC(=O)Cc2ccc(F)cc2)c(OC)c1 | 1.2% | 1.2% | nt
61 | Cc1ccn2c(Nc3ccc(C(C)C)cc3)c(-c3cccnc3)nc2c1 | -5.6% | 10.9% | nt
62 | COc1cccc(OC)c1OCCCN1CCC(Cc2ccccc2)CC1 | -4.6% | -0.8% | -23.8%
63 | O=C(NC(=S)N1CCN(c2ccc(F)cc2)CC1)C12CC3CC(CC(C3)C1)C2 | -5.8% | -5.9% | -4.6%
64 | CCOC(=O)N1CCN(C(=O)CSc2nc3c([nH]c4ccccc43)c(=O)n2C)CC1 | -1.3% | 22.2% | 6.4%
65 | O=S(=O)(NN1CCOCC1)c1cc(Cl)cc(Cl)c1O | -7.6% | -6.4% | -3.2%
66 | Cc1sc2ncnc(N3CCC(C(=O)Nc4nc(-c5ccc(F)cc5)cs4)CC3)c2c1C | -5.8% | 2.0% | -14.1%
67 | CN(C)C(=O)c1ccc(-c2nccc(-n3ccnc3)n2)cc1 | -6.2% | nt | 2.6%
68 | O=S1(=O)CCN(Cc2ccc(Cl)c(Cl)c2)CC1 | -26.8% | -10.3% | 0.1%
69 | O=C(CN1C(=O)NC(Cc2c[nH]c3ccccc23)C1=O)Nc1ccc(F)c(F)c1F (stereo not drawn) | -0.5% | 14.3% | nt
70 | CCc1nc(CN2CCN(c3cc(C(F)(F)F)ccn3)CC2)c(C)[nH]1 | 1.5% | 3.1% | -7.0%
71 | C/C(=N\NC(=S)NCCc1ccccc1)c1ccc(C#N)cc1 | 0.0% | 0.8% | -1.9%
72 | COc1ccc(-c2sc(Nc3ccccc3)n[n+]2C)c(C)c1C | -3.0% | -2.1% | -17.3%
73 | Cc1cccc(C(=O)NNS(=O)(=O)c2ccc(F)cc2)c1 | -1.1% | 10.9% | -5.6%
74 | O=C(CSc1nc2ccccc2nc1Cc1ccc(Cl)cc1)N1CCCCC1 | -11.7% | -7.3% | nt
75 | CCCCCCNC(=O)C(C(=O)OCC)C1CCCCC1 (stereo not drawn) | 9.3% | 4.8% | 0.1%

# Molecules from the list above with a nitro group on carbon, in the order listed:
nr | molecule | GCN5L2 inh | FEN1 inhibitor | N370S GC mod
10 | O=C1CCC([N+](=O)[O-])C(c2cccc(Br)c2)N1 (stereo not drawn) | 1.9% | 9.0% | -9.8%
25 | CN1CCN(CC(=O)Nc2cccc([N+](=O)[O-])c2)CC1 | -10.5% | 24.3% | 3.1%
32 | CCNC(=S)N1CCN(c2ccc([N+](=O)[O-])cc2)CC1 | 1.3% | -8.0% | -14.9%

# A second format for 2 compounds above.
71: C/C(=N\NC(=S)NCCc1ccccc1)c1ccc(C#N)cc1
- GCN5L2 inh = 0.0%
- FEN1 inhibitor = 0.8%
- N370S GC mod = -1.9%

62: COc1cccc(OC)c1OCCCN1CCC(Cc2ccccc2)CC1
- GCN5L2 inh = -4.6%
- FEN1 inhibitor = -0.8%
- N370S GC mod = -23.8%

# Further entries.
nr | molecule | GCN5L2 inh | FEN1 inhibitor | N370S GC mod
76 | Cc1ccc(-c2cc(C(F)(F)F)n3ncc(C(=O)N4CCCc5ccccc54)c3n2)cc1 | -3.8% | 4.5% | 5.7%
77 | COc1ccc(/C=C/C(=O)NCCN=C2NS(=O)(=O)c3ccccc32)cc1 | -3.0% | 3.0% | 4.1%
78 | O=C(Nc1cc(S(=O)(=O)N2CCOCC2)ccc1O)c1ccc2c(c1)S(=O)(=O)c1ccccc1C2=O | 3.0% | 2.1% | -5.8%
79 | CCCOc1ccccc1N1C(=O)CC(N2CCOCC2)C1=O (stereo not drawn) | -7.9% | -1.9% | 7.1%
80 | O=C(Cn1cncc1-c1ccc([N+](=O)[O-])cc1)Nc1cccc2ccccc12 | -8.5% | -8.0% | 9.8%
81 | CC(=O)Nc1nonc1NC(=O)c1ccc(F)cc1 | -4.4%[0.501 µM] | -8.8% | 1.1%
82 | CC#CCC(CC#CC)c1nc2ccccc2c(=O)n1N | -4.0% | 6.0% | 8.4%
